Screening data: PubChem, several laboratories
STAT1 activator = STAT1 signaling activation; activation (% of control), % at 5.5 µM; NIH 3T3 STAT1-luciferase reporter, IFN-gamma, luminescence; 100% = IFN-gamma alone, no compound; hit rate 2.6% among 200,000;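 active means activation above the screen-wide mean activation plus 3 SD, cut at about 130% in these data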;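 further: raw ratio to IFN-gamma control signal so 100% means no change and 0% no light; values of inactives mirror those of a sister screen read the other way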
APP transl inh = APP translation inhibition | SH-SY5Y APP 5'UTR-luciferase reporter, luminescence | inhibition, % at 2 µM | hit rate 0.82% among 190,000 | AID 1285;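 active means inhibition above a set limit, derived from the sample mean plus 3 SD, cut at about 45% in these data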; further: values of inactives mirror those of a sister screen read the other way
STAT1 inh = reduces IFN-gamma driven STAT1 reporter signal; NIH 3T3 STAT1-luciferase reporter, luminescence; hit rate 0.35% among 200,000; inhibition, % at 5.5 µM; AID 920;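 active means inhibition above a set limit, the mean inhibition across all tested compounds plus 3 SD, cut at about 34% in these data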;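 further: 0% = IFN-gamma with DMSO and 100% = IFN-gamma with 300 µM nifuroxazide; values of inactives mirror those of a sister screen read the other way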
NF-kB neuron act = raises NF-kB expression in human neuronal cells | AID 1239 | fold change at 12.5 µM | NF-kB reporter expression; hits give high values | hit rate 1.6% among 190,000; in the data active means fold change above about 3.3
APP 5'UTR act = activates APP 5'UTR luciferase reporter; activation, % at 2 µM; AID 1276; SH-SY5Y APP 5'UTR luciferase reporter, luminescence; zero percent = DMSO vehicle wells; hit rate 1% among 190,000;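 active means activation above a set limit, based on mean plus 3 SD of controls, cut at about 140% in these data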; further: values of inactives mirror those of a sister screen read the other way
FLuc inhib CS = Photinus pyralis luciferase inhibition counter-screen | P08659 | ATPLite firefly luciferase biochemical luminescence, 10 min | inhibition, % at 10 µM | hit rate 1.5% among 200,000;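 active means inhibition above about 50% when tested at 10 µM, limit read from the data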
Target sequence (P08659 whole entry, looked up): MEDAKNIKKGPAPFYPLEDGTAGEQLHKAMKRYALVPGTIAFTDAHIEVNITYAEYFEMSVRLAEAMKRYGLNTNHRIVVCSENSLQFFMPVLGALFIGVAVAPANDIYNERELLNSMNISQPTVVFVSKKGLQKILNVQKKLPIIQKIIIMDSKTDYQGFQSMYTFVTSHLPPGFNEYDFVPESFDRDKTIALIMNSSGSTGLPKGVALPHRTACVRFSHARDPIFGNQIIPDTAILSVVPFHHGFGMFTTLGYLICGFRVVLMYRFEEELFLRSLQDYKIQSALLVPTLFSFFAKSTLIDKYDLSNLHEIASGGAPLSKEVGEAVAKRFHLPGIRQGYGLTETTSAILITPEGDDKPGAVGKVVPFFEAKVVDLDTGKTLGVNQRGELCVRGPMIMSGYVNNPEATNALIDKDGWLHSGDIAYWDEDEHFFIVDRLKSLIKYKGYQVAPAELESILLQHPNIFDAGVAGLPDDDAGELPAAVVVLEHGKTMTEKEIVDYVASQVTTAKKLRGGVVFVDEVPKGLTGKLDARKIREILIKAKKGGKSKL
RAM network inh = blocks the yeast RAM network; S. cerevisiae dse1pr::URA3 reporter, 5-FOA growth OD615, 2 d; analog-sensitive cbk1-as2 kinase mutant strain; inhibition, % at 50 µM; hit rate 1.8% among 190,000;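 active means inhibition above a set limit, 3 SD over mean compound inhibition, cut at about 8.4% in these data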;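 further: 0% = DMSO-only wells with no growth and 100% = 10 µM 1-NA-PP1 full growth; inhibition rescues growth on 5-FOA so higher OD means more RAM inhibition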
STAT3 act = activators of IL-6 induced STAT3 signaling | U3A cells, IL-6 STAT3-luciferase reporter, luminescence; 100% = signal with IL-6 EC80 alone | activation (% of control), % at 5.6 µM | hit rate 0.91% among 190,000 | AID 871;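 active means activation above the screen-wide mean of compound activation plus 3 SD, cut at about 130% in these data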;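 further: 0% = background luminescence of wells with medium and substrate only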
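Material: STAT3-luciferase reporter U3A cells; Probe or stimulus: IL-6 (33 ng/mL); Incubation: compound pre-incubation 1 h before IL-6, then 6 h stimulation at 37 °C; Technique: luminescence from STAT3-driven luciferase reporter; Evaluation: % activation versus median of IL-6-stimulated wells; Controls: IL-6-only high control.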
STAT3 inh = STAT3 signaling inhibition; U3A cells, IL-6 STAT3-luciferase reporter, luminescence; host cell line lacks STAT1; hit rate 0.89% among 190,000; inhibition, % at 5.5 µM;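 active means inhibition above the mean inhibition across all screened compounds plus 3 SD, cut at about 44% in these data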;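 further: 0% = DMSO only wells and 100% = 100 µM nifuroxazide control wells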
Hsp70 act = transcriptional activators of Hsp70 | activation, % at 10 µM | AID 1203 | HeLa Hsp70 promoter luciferase reporter, luminescence; scaled: vehicle 0, proteasome-inhibitor control 100% | hit rate 0.04% among 200,000;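 active means activation above the mean across all tested compounds plus 3 SD, cutoff set per campaign, cut at about 5.5% in these data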;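 further: 100% = MG132 at 30 µM as the positive control and 0% = DMSO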
The depositor's hits bear a star.

Results for CC(C)Nc1ncnc2ccc(Br)cc12 ?
STAT1 activator: 81; APP transl inh: 18; STAT1 inh: 21; NF-kB neuron act: 0.73; APP 5'UTR act: -19; FLuc inhib CS: -4; RAM network inh: 1.9; STAT3 act: 69; STAT3 inh: 38; Hsp70 act: -0.7

How did O=C(COC(=O)CC1CC2CCC1C2)Nc1ccc(F)cc1 (stereo not drawn) do in these assays?
STAT1 activator: 95; APP transl inh: -4; STAT1 inh: 4; NF-kB neuron act: 1.2; APP 5'UTR act: 4; FLuc inhib CS: -4; RAM network inh: 0.5; STAT3 act: 107; STAT3 inh: 0; Hsp70 act: 0.1

Results for Cc1ccc(S(=O)(=O)NC(=NC(C)C(=O)O)c2ccccc2)cc1 (stereo not drawn) ?
STAT1 activator: 97; APP transl inh: -4; STAT1 inh: 4; NF-kB neuron act: 0.91; APP 5'UTR act: 4; FLuc inhib CS: -5; RAM network inh: 0.9; STAT3 act: 97; STAT3 inh: 9; Hsp70 act: 0.3

How did CCCCCC1=CCC/C1=N\NC(=O)c1ccc2c(c1)OCO2 do in these assays?
STAT1 activator: 101; APP transl inh: 14; STAT1 inh: -1; NF-kB neuron act: 1; APP 5'UTR act: -13; FLuc inhib CS: -1; RAM network inh: -0.9; STAT3 act: 103; STAT3 inh: 0; Hsp70 act: -0.3

How did CSCCCNC(=S)N1CCN(S(=O)(=O)c2cccc(C(F)(F)F)c2)CC1 do in these assays?
STAT1 activator: 97; APP transl inh: -7; STAT1 inh: 4; NF-kB neuron act: 1; APP 5'UTR act: 7; FLuc inhib CS: -6; RAM network inh: 2.4; STAT3 act: 104; STAT3 inh: -2; Hsp70 act: -0.2

What do the screens show for `O=C(CSc1nnc(COc2ccccc2)n1Cc1ccco1)NCc1ccco1`?
STAT1 activator: 85; APP transl inh: -11; STAT1 inh: 17; NF-kB neuron act: 1.1; APP 5'UTR act: 11; FLuc inhib CS: -6; RAM network inh: 2.8; STAT3 act: 104; STAT3 inh: -2; Hsp70 act: -0.2

Results for CCCCCCn1c(SCCC)nc2c1c(=O)[nH]c(=O)n2C ?
STAT1 activator: 105; APP transl inh: -4; STAT1 inh: -5; NF-kB neuron act: 0.8; APP 5'UTR act: 4; FLuc inhib CS: -1; RAM network inh: 5.5; STAT3 act: 114; STAT3 inh: -12; Hsp70 act: -0.3

What do the screens show for `Cc1nnc(SCC(=O)Nc2ccc(Br)cn2)[nH]c1=O`?
STAT1 activator: 102; APP transl inh: -6; STAT1 inh: -2; NF-kB neuron act: 1.2; APP 5'UTR act: 6; FLuc inhib CS: 1; RAM network inh: 2.6; STAT3 act: 98; STAT3 inh: 5; Hsp70 act: -0.4

How did O=C(Cc1cccc2ccccc12)NCCOc1ccccc1F do in these assays?
STAT1 activator: 97; APP transl inh: -28; STAT1 inh: 1; NF-kB neuron act: 0.85; APP 5'UTR act: 28; FLuc inhib CS: -2; RAM network inh: 0.0; STAT3 act: 102; STAT3 inh: 3; Hsp70 act: -0.2

What do the screens show for `O=C(COc1ncnc2ccccc12)N1CCN(S(=O)(=O)c2ccccc2)CC1`?
STAT1 activator: 108; APP transl inh: -10; STAT1 inh: -8; NF-kB neuron act: 1.1; APP 5'UTR act: 11; FLuc inhib CS: -6; RAM network inh: -0.1; STAT3 act: 97; STAT3 inh: 7; Hsp70 act: 0.2

Results for O=C(N/N=C\c1ccc2c(c1)OCO2)c1ccc(Cn2cc(Br)c([N+](=O)[O-])n2)o1 ?
STAT1 activator: 116; APP transl inh: -20; STAT1 inh: -19; NF-kB neuron act: 1.3; APP 5'UTR act: 20; FLuc inhib CS: 28; RAM network inh: 0.8; STAT3 act: 108; STAT3 inh: -7; Hsp70 act: -0.2

Results for CCCc1nn(C)c(C(=O)Nc2ccc(CC)cc2)c1Cl ?
STAT1 activator: 111; APP transl inh: 14; STAT1 inh: -13; NF-kB neuron act: 1.2; APP 5'UTR act: -14; FLuc inhib CS: -5; RAM network inh: 3.1; STAT3 act: 93; STAT3 inh: 11; Hsp70 act: -0.3

What do the screens show for `CN1C=CC=C/C1=C1/N=C(c2ccccc2)OC1=O`?
STAT1 activator: 109; APP transl inh: -1; STAT1 inh: -12; NF-kB neuron act: 1.1; APP 5'UTR act: 1; FLuc inhib CS: 14; RAM network inh: -0.5; STAT3 act: 96; STAT3 inh: 11; Hsp70 act: -0.1

What do the screens show for `Cc1ccccc1-n1c(N)cc(=O)[nH]c1=S`?
STAT1 activator: 98; APP transl inh: -2; STAT1 inh: 3; NF-kB neuron act: 1.1; APP 5'UTR act: 2; FLuc inhib CS: -11; RAM network inh: 2.0; STAT3 act: 99; STAT3 inh: 0; Hsp70 act: -0.2

What do the screens show for `O=C(c1ccc(NC2=NC3CS(=O)(=O)CC3S2)cc1)N1CCc2ccccc2C1` (stereo not drawn)?
STAT1 activator: 99; APP transl inh: -10; STAT1 inh: 2; NF-kB neuron act: 1.1; APP 5'UTR act: 10; FLuc inhib CS: -1; RAM network inh: 1.1; STAT3 act: 106; STAT3 inh: -7; Hsp70 act: 0.0

How did CCOC(=O)CSc1nn(C)c(=S)s1 do in these assays?
STAT1 activator: 96; APP transl inh: 28; STAT1 inh: 5; NF-kB neuron act: 1.1; APP 5'UTR act: -28; FLuc inhib CS: -6; RAM network inh: 0.1; STAT3 act: 103; STAT3 inh: 2; Hsp70 act: -0.1

What do the screens show for `CNC(=O)c1ccc(OC2CSC2)cc1`?
STAT1 activator: 97; APP transl inh: 2; STAT1 inh: 0; NF-kB neuron act: 1.1; APP 5'UTR act: -2; FLuc inhib CS: -7; RAM network inh: 0.6; STAT3 act: 99; STAT3 inh: 2; Hsp70 act: -0.3

What do the screens show for `O=C(COC(=O)c1ccccc1NC(=O)c1ccco1)NCC1CCCCC1`?
STAT1 activator: 98; STAT1 inh: 2; NF-kB neuron act: 1.2; FLuc inhib CS: -7; RAM network inh: 1.9; STAT3 act: 101; STAT3 inh: -2; Hsp70 act: -0.3

How did c1ccc(OCCOCCN2CCN(C(c3ccccc3)c3ccccc3)CC2)cc1 do in these assays?
STAT1 activator: 92; APP transl inh: -26; STAT1 inh: 9; NF-kB neuron act: 1.2; APP 5'UTR act: 26; FLuc inhib CS: -1; RAM network inh: 0.3; STAT3 act: 108; STAT3 inh: -12; Hsp70 act: -0.1

How did CCOC(=O)c1oc2ccc(/C=N/O)c(Cl)c2c1C do in these assays?
STAT1 activator: 132*; APP transl inh: -49; STAT1 inh: -37; NF-kB neuron act: 2.1; APP 5'UTR act: 49; FLuc inhib CS: 13; RAM network inh: 0.8; STAT3 act: 89; STAT3 inh: 16; Hsp70 act: -0.3

What do the screens show for `Cc1cccn2c(=O)c(C=O)c(N3CCCCC3)nc12`?
STAT1 activator: 88; APP transl inh: -42; STAT1 inh: 11; NF-kB neuron act: 1; APP 5'UTR act: 42; FLuc inhib CS: 1; RAM network inh: 1.3; STAT3 act: 92; STAT3 inh: 11; Hsp70 act: -0.3

Results for CCOc1cc(C)c(C(C)C)cc1S(=O)(=O)NCc1ccccn1 ?
STAT1 activator: 96; APP transl inh: 16; STAT1 inh: 5; NF-kB neuron act: 0.9; APP 5'UTR act: -16; FLuc inhib CS: -6; RAM network inh: 2.6; STAT3 act: 106; STAT3 inh: -3; Hsp70 act: 0.1

Results for O=C(NCCSc1c[nH]c2ccccc12)c1ccco1 ?
STAT1 activator: 109; APP transl inh: 1; STAT1 inh: -10; NF-kB neuron act: 1.7; APP 5'UTR act: -1; FLuc inhib CS: -7; RAM network inh: 2.5; STAT3 act: 140*; STAT3 inh: -42; Hsp70 act: 0.0

How did COc1ccc(C(=S)N2CCCCC2)cc1Br do in these assays?
STAT1 activator: 99; APP transl inh: -10; STAT1 inh: -1; NF-kB neuron act: 0.94; APP 5'UTR act: 10; FLuc inhib CS: -9; RAM network inh: 0.6; STAT3 act: 99; STAT3 inh: 8; Hsp70 act: -0.1

How did COc1ccccc1CNC(=O)c1oc2ccc(S(=O)(=O)N3CCCC3)cc2c1C do in these assays?
STAT1 activator: 101; APP transl inh: -20; STAT1 inh: -1; NF-kB neuron act: 0.4; APP 5'UTR act: 20; FLuc inhib CS: 0; RAM network inh: 3.1; STAT3 act: 90; STAT3 inh: 15; Hsp70 act: -0.5

How did c1ccc(N2CCN(c3nc(-c4cccs4)nc4ccccc34)CC2)cc1 do in these assays?
STAT1 activator: 96; APP transl inh: -7; STAT1 inh: 4; NF-kB neuron act: 1; APP 5'UTR act: 7; FLuc inhib CS: -6; RAM network inh: -0.8; STAT3 act: 84; STAT3 inh: 20; Hsp70 act: -0.4

Results for CC(=O)C1=C(O)C(=O)N(Cc2cccnc2)C1c1ccccc1 (stereo not drawn) ?
STAT1 activator: 109; APP transl inh: 11; STAT1 inh: -10; NF-kB neuron act: 1; APP 5'UTR act: -11; FLuc inhib CS: -7; RAM network inh: 1.8; STAT3 act: 103; STAT3 inh: 1; Hsp70 act: 0.0

Results for CC(=O)C1=C(C)NC(SCC(=O)c2ccc(Cl)cc2)=C(C#N)C1c1ccco1 (stereo not drawn) ?
STAT1 activator: 93; APP transl inh: 8; STAT1 inh: 8; NF-kB neuron act: 1.1; APP 5'UTR act: -8; FLuc inhib CS: -4; RAM network inh: 2.1; STAT3 act: 77; STAT3 inh: 29; Hsp70 act: -0.2

How did COc1ccc(C(=O)O/N=C(/c2ccccc2)c2ccncc2)cc1OC do in these assays?
STAT1 activator: 101; APP transl inh: 1; STAT1 inh: -2; NF-kB neuron act: 0.82; APP 5'UTR act: -1; FLuc inhib CS: -7; RAM network inh: 0.2; STAT3 act: 103; STAT3 inh: 0; Hsp70 act: -0.5

Results for O=C(CCC1CCCC1)Nc1ccc([N+](=O)[O-])cn1 ?
STAT1 activator: 115; APP transl inh: -17; STAT1 inh: -17; NF-kB neuron act: 1.6; APP 5'UTR act: 17; FLuc inhib CS: -2; RAM network inh: 0.0; STAT3 act: 103; STAT3 inh: -1; Hsp70 act: -0.3

Results for CC(C)CC1(C)NC(=O)N(CC(=O)Nc2cccc(S(=O)(=O)N(C)c3ccccc3)c2)C1=O (stereo not drawn) ?
STAT1 activator: 94; APP transl inh: -16; STAT1 inh: 7; NF-kB neuron act: 1; APP 5'UTR act: 16; FLuc inhib CS: -4; RAM network inh: 2.9; STAT3 act: 102; STAT3 inh: 7; Hsp70 act: -0.4

Results for Cc1ccc2cc(C)c3nnc(SCC(=O)NCc4ccco4)n3c2c1 ?
STAT1 activator: 106; APP transl inh: 11; STAT1 inh: -6; NF-kB neuron act: 1.2; APP 5'UTR act: -11; FLuc inhib CS: -10; RAM network inh: 4.2; STAT3 act: 82; STAT3 inh: 28; Hsp70 act: 1.7

Results for CC1CN(c2nc3c(c(=O)n(C)c(=O)n3C)n2Cc2c(F)cccc2Cl)CC(C)O1 (stereo not drawn) ?
STAT1 activator: 97; APP transl inh: -28; STAT1 inh: 5; NF-kB neuron act: 0.91; APP 5'UTR act: 28; FLuc inhib CS: -1; RAM network inh: 1.1; STAT3 act: 93; STAT3 inh: 15; Hsp70 act: -0.2

How did CC(C(=O)Nc1ncc2c(n1)CC(C)(C)CC2=O)N1C(=O)c2ccccc2C1=O (stereo not drawn) do in these assays?
STAT1 activator: 100; APP transl inh: 23; STAT1 inh: 0; NF-kB neuron act: 0.97; APP 5'UTR act: -23; FLuc inhib CS: -2; RAM network inh: -0.3; STAT3 act: 98; STAT3 inh: 6; Hsp70 act: -0.4
